# Screens: PubChem, The Scripps Research Institute Molecular Screening Center
# PAD4 FP inh: blocks human protein arginine deiminase 4 | AID 485272 | inhibition, % at 6.36 µM | actives 0.41% (n = 330,000) | recombinant PAD4, RCA probe fluorescence polarization | Q9UM07;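 active = percent inhibition above a cutoff equal to the mean of all tested compounds plus 3 SD, cut at about 15% in these data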;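 also: 0% = PAD4 with RCA probe and DMSO and 100% = probe without PAD4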
# PAFAH2 inh: inhibitors of human PAFAH2; Q99487; recombinant PAFAH2, FP-rhodamine activity probe, fluorescence polarization; inhibition, % at 3.39 µM; actives 0.99% (n = 340,000);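 active = inhibition above the mean over all tested compounds plus 3 SD, cut at about 30% in these data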;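 also: inhibitors block probe labeling of enzyme so polarization drops; 0% = enzyme with DMSO and 100% = wells lacking PAFAH2 protein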
# Fam108B counter: blocks mouse Fam108B hydrolase in RBBP9 counter-screen; recombinant Fam108B, FP-Rh probe fluorescence polarization; inhibition, % at 9.51 µM; actives 0.33% (n = 300,000); AID 1947;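 active = inhibition above the screen mean inhibition plus 3 SD, computed separately per campaign, cut at about 18% in these data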;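 also: inhibitors lower polarization as less probe binds the enzyme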
# LYPLA1 inh: counter-screen for PME1 inhibitors: inhibitors of human LYPLA1. recombinant LYPLA1, FP-Rh probe fluorescence polarization. inhibition, % at 5.9 µM. actives 0.16% (n = 320,000). AID 2174;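 active = inhibition above the mean of all tested compounds plus 3 SD, set per campaign, cut at about 14% in these data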;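 also: inhibitors block serine hydrolase probe labeling of LYPLA1 so polarization falls; 0% = enzyme with DMSO and 100% = wells lacking LYPLA1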
# Target sequence (O75608 whole entry, looked up): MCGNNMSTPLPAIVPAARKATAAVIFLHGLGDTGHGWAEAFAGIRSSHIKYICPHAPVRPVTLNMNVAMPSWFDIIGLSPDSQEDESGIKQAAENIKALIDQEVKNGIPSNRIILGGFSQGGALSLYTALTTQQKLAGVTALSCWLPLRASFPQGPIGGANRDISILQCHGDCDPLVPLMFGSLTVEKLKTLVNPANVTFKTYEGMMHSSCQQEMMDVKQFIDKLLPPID
# pPAFAH FP inh: pPAFAH (human) enzyme inhibition | inhibition, % at 3.39 µM | actives 1.5% (n = 330,000) | AID 463082 | recombinant pPAFAH, FP-rhodamine probe fluorescence polarization;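 active = inhibition above the mean inhibition across the screen plus 3 SD, cut at about 25% in these data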;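 also: inhibitors block binding of the rhodamine activity-based probe so polarization drops; 0% = enzyme with DMSO and 100% = wells lacking pPAFAH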
# PAFAH1B3 FP inh: PAFAH1B3 (human) inhibition | inhibition, % at 3.39 µM | recombinant PAFAH1B3, FP-rhodamine probe, fluorescence polarization | AID 492972 | actives 0.28% (n = 340,000);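 active = inhibition above the screen-wide average of all tested compounds plus 3 SD, cut at about 25% in these data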;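 also: 0% = enzyme with DMSO only and 100% = wells lacking PAFAH1B3 protein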
# PAFAH1B2 FP inh: PAFAH1B2 (human) inhibition. AID 492953. actives 1.2% (n = 340,000). P68402. inhibition, % at 3.39 µM. recombinant PAFAH1B2, FP-rhodamine activity probe, fluorescence polarization;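 active = inhibition above the mean of all tested compounds plus 3 SD, cut at about 24% in these data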;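 also: 0% = enzyme with DMSO and 100% = wells lacking PAFAH1B2; many of its hits are not listed in these tables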
# Target sequence (P68402 whole entry, looked up): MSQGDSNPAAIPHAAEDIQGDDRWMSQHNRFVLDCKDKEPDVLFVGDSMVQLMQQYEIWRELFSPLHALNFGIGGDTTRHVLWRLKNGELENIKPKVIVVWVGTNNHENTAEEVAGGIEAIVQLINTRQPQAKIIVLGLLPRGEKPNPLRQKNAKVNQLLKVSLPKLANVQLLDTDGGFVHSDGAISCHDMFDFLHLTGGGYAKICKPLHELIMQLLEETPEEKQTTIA
# GSTO1 inh: blocks human GSTO1 in RBBP9 counter-screen | P78417 | recombinant GSTO1, activity-based probe fluorescence polarization | inhibition, % at 5.96 µM | actives 1.1% (n = 300,000);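 active = inhibition above the campaign mean inhibition plus 3 SD, cut at about 35% in these data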;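 also: 0% = GSTO1-1 with DMSO and 100% = wells lacking GSTO1-1 enzyme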
# Target sequence (P78417 whole entry, looked up): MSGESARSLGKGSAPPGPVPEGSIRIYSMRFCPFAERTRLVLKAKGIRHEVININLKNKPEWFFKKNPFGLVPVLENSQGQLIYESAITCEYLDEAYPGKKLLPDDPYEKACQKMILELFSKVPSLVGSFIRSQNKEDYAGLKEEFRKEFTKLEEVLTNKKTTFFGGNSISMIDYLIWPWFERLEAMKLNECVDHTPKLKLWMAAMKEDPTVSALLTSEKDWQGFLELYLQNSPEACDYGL
# PME-1 primary: blocks human protein phosphatase methylesterase 1 | Q9Y570 | recombinant PME-1, FP-Rh probe fluorescence polarization | inhibition, % at 5.9 µM | actives 0.53% (n = 320,000);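 active = inhibition above the campaign mean of all compounds plus 3 SD, cut at about 26% in these data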;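 also: competitive labeling of PME-1 active site by serine hydrolase directed probe; 0% = PME-1 with DMSO and 100% = wells lacking PME-1 enzyme; inhibitors block probe labeling so polarization falls and inhibition rises; many of its hits are not listed in these tables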
# Target sequence (Q9Y570 whole entry, looked up): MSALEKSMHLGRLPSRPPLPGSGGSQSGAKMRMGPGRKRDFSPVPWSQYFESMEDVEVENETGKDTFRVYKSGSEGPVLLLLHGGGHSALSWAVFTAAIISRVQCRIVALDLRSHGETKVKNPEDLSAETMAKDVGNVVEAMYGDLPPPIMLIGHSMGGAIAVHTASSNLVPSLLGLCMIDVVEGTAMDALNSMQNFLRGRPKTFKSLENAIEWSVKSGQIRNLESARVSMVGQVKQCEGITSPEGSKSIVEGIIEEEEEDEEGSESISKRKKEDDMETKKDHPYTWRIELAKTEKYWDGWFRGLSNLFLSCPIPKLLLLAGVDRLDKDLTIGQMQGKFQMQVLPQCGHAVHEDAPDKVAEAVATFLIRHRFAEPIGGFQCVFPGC
# * marks the source's active call; other numbers are inactive results; x = no result given. This is a subset. The share of hits here may be higher or lower than overall.
1: CCOC(=O)C1=NOC(COc2ccccc2C=O)C1 (centres undefined)
2: O=C(CCC(=O)c1cccs1)NCc1cccc(C(F)(F)F)c1
3: Cc1cc(C)c2nc(NC(=O)c3ccc4c(=O)n5c(nc4c3)CCCCC5)sc2c1
4: CC(C)(C)OC(=O)[C@H](Cc1ccccc1)NC(=O)c1[nH]cnc1C(=O)Nc1cccc(Cl)c1
5: CC(CNCc1ccc2c(c1)OCO2)NCc1ccc2c(c1)OCO2 (centres undefined)
6: CC(C)c1ccc(C2CC(=O)N3CN(C)CSC3=C2C#N)cc1 (centres undefined)
7: Cc1cccc(C)c1NC(=O)CCCCCNS(=O)(=O)c1ccccc1
8: CCOC(=O)N1CCN(C(=O)c2ccccc2NC(=O)c2ccc(F)cc2)CC1
9: COCCN1C(=O)/C(=C/c2cc3c(cc2Br)OCO3)NC1=S
10: Cc1ccc(S(=O)(=O)NC(=O)COc2ccccc2C)c(C)c1

Compound	1	2	3	4	5	6	7	8	9	10
PAD4 FP inh	3	2	36*	4	-3	1	-1	-7	-3	3
PAFAH2 inh	3	9	-2	-29	-7	0	1	11	-6	-1
Fam108B counter	0	-3	-8	-27	2	-4	-7	1	0	0
LYPLA1 inh	-3	0	-5	-21	0	1	-3	-3	1	-2
pPAFAH FP inh	1	1	2	-8	-8	11	3	1	3	1
PAFAH1B3 FP inh	14	3	3	-37	3	4	4	11	1	2
PAFAH1B2 FP inh	3	4	-4	-17	1	8	8	1	1	4
GSTO1 inh	1	1	1	-9	1	-10	4	-4	4	3
PME-1 primary	3	3	5	-37	2	-1	-3	-4	-1	4

11: CC(Oc1ccccc1)C(=O)NN1Cc2ccccc2C1=N (centres undefined)
12: Oc1c(C(c2cccs2)N2CCC3(CC2)OCCO3)sc2ncnn12 (centres undefined)
13: Cc1cccc2cc(COC(=O)c3ccccc3)c(=O)[nH]c12
14: CCOC(=O)N1CCN(C(=O)c2ccc(S(=O)(=O)Nc3ccccc3)cc2)CC1
15: CCC(C)c1ccccc1O (centres undefined)
16: CN(Cc1ccc(Cl)cc1)C(=O)COC(=O)CSc1ccc([N+](=O)[O-])cc1
17: O=c1[nH]c2ccccc2nc1Cc1ccccc1
18: CC1CN(CC(O)COc2ccc(C(=O)c3ccccc3)cc2)CC(C)O1 (centres undefined)
19: Cc1ccc(-n2ncc(Cl)c2C(=O)NCc2ccccc2)cc1
20: O=C(Cn1c(=O)oc2cc(S(=O)(=O)N3CCCCC3)ccc21)N1CCc2ccccc2C1

Compound	11	12	13	14	15	16	17	18	19	20
PAD4 FP inh	-10	0	4	-2	-5	3	3	3	0	-3
PAFAH2 inh	-9	2	6	13	-3	3	-6	5	-3	-1
Fam108B counter	0	10	3	x	x	x	6	5	-5	-3
LYPLA1 inh	0	-2	1	x	-3	1	0	3	-5	3
pPAFAH FP inh	-3	0	8	13	-3	9	3	1	-5	0
PAFAH1B3 FP inh	-5	5	-2	12	3	15	5	-1	1	6
PAFAH1B2 FP inh	-4	-2	3	0	3	20	0	2	6	5
GSTO1 inh	-4	-4	-3	x	x	x	-2	3	0	6
PME-1 primary	0	-8	-3	x	0	-2	-3	-3	-3	-4

21: COc1ccc(CC(NC(C)=O)C(=O)NC2CCN(C(=O)Nc3ccccc3Cl)CC2)cc1OC (centres undefined)
22: CNS(=O)(=O)c1ccc2c(c1)NC(=O)C1CCCN21 (centres undefined)
23: COc1ccc(NC(=O)CN(C)S(=O)(=O)c2ccc(Br)s2)cc1
24: NS(=O)(=O)c1ccc(CNC(=O)c2ccc(C(=O)c3ccccc3)cc2)cc1
25: O=C(NCc1ccc(OC(F)(F)F)cc1)c1ccc2c(c1)S(=O)(=O)c1ccccc1C2=O
26: Cc1cccc(NC(=O)c2cc(NC(=O)c3ccco3)ccc2N2CCCCC2)c1
27: CCOC(=O)c1sc(=NC(=O)c2ccc(OC)c(OC)c2)n(C)c1C
28: O=C1C2ON(c3ccccc3)C(c3ccncc3)C2C(=O)N1c1ccc(Br)cc1 (centres undefined)
29: CCOC(=O)C(C)N1C(=O)S/C(=C/c2cc(C)n(-c3ccccn3)c2C)C1=O (centres undefined)
30: Cc1cc([N+](=O)[O-])ccc1N1C(=O)c2ccc(C(=O)Nc3ccccc3C(=O)O)cc2C1=O

Compound	21	22	23	24	25	26	27	28	29	30
PAD4 FP inh	3	0	-2	2	-1	0	5	-2	2	-2
PAFAH2 inh	4	-1	0	0	-11	-5	1	1	-8	6
Fam108B counter	-5	-7	-1	x	6	-2	2	-1	2	-4
LYPLA1 inh	0	-6	1	x	-11	0	2	-1	0	-1
pPAFAH FP inh	5	-1	-3	3	16	3	1	4	4	2
PAFAH1B3 FP inh	4	6	4	6	9	3	13	7	5	6
PAFAH1B2 FP inh	1	6	2	4	4	5	-5	3	1	1
GSTO1 inh	9	14	-1	x	-5	2	0	-3	4	-11
PME-1 primary	-3	-2	4	x	-4	-3	3	-4	-5	-35

# Three structures already listed, ordered by heavy-atom count, rising:
23: COc1ccc(NC(=O)CN(C)S(=O)(=O)c2ccc(Br)s2)cc1
24: NS(=O)(=O)c1ccc(CNC(=O)c2ccc(C(=O)c3ccccc3)cc2)cc1
30: Cc1cc([N+](=O)[O-])ccc1N1C(=O)c2ccc(C(=O)Nc3ccccc3C(=O)O)cc2C1=O

Compound	23	24	30
PAD4 FP inh	-2	2	-2
PAFAH2 inh	0	0	6
Fam108B counter	-1	x	-4
LYPLA1 inh	1	x	-1
pPAFAH FP inh	-3	3	2
PAFAH1B3 FP inh	4	6	6
PAFAH1B2 FP inh	2	4	1
GSTO1 inh	-1	x	-11
PME-1 primary	4	x	-35

# Next section.
31: O=C(N1CCN(c2ccccn2)CC1)C(Cl)(Cl)Cl
32: CCOc1ccc(-n2cnnn2)cc1S(=O)(=O)NCCc1ccc(OC)c(OC)c1
33: COc1cc(-n2nnnc2SC)c(OC)cc1Cl
34: COc1ccc(CCNC(=O)c2cc3sc(Cl)cc3n2C)cc1OC
35: Brc1ccc2c(c1)OCCOCCOc1cc(Br)ccc1OCCOCCOCCO2
36: Cn1nnnc1SCCNCc1ccccc1OCc1ccc(F)cc1
37: COC(=O)c1cc(C(=O)c2cc(Br)ccc2O)coc1=N
38: CCC(C)NC(=O)CNC(=O)c1nn(-c2ccc(OC)c(Cl)c2)c(=O)c2ccccc12 (centres undefined)
39: CCCCNC(=S)NCCN1CCCCC1
40: COc1ccc(CCNC(=O)c2cc(S(=O)(=O)N3CCCCC3)c[nH]2)cc1OC

Compound	31	32	33	34	35	36	37	38	39	40
PAD4 FP inh	0	-3	1	6	3	-3	-4	-2	-1	2
PAFAH2 inh	8	-1	0	3	2	12	31*	-4	-1	-6
Fam108B counter	-1	-2	5	-1	-3	1	-1	0	2	4
LYPLA1 inh	-3	2	-1	0	-7	4	0	2	2	-3
pPAFAH FP inh	-6	-1	3	4	68*	-3	1	0	2	4
PAFAH1B3 FP inh	3	-4	5	3	5	6	0	10	5	0
PAFAH1B2 FP inh	2	6	-1	7	6	6	2	2	1	-4
GSTO1 inh	1	-2	-5	-2	12	3	2	-2	-1	1
PME-1 primary	-7	4	1	0	-1	-2	-3	-1	0	-4

# Among those listed so far, these contain a thiophene ring, fused or not:
2: O=C(CCC(=O)c1cccs1)NCc1cccc(C(F)(F)F)c1
12: Oc1c(C(c2cccs2)N2CCC3(CC2)OCCO3)sc2ncnn12 (centres undefined)
23: COc1ccc(NC(=O)CN(C)S(=O)(=O)c2ccc(Br)s2)cc1
34: COc1ccc(CCNC(=O)c2cc3sc(Cl)cc3n2C)cc1OC

Compound	2	12	23	34
PAD4 FP inh	2	0	-2	6
PAFAH2 inh	9	2	0	3
Fam108B counter	-3	10	-1	-1
LYPLA1 inh	0	-2	1	0
pPAFAH FP inh	1	0	-3	4
PAFAH1B3 FP inh	3	5	4	3
PAFAH1B2 FP inh	4	-2	2	7
GSTO1 inh	1	-4	-1	-2
PME-1 primary	3	-8	4	0

# Continuation.
41: O=C(c1cc2ccccc2o1)N1CCN(c2cccc(Cl)c2)CC1
42: O=C(O)CCCCCNC(=O)c1ccccc1Br
43: COc1ccc(S(=O)(=O)NC(C)C(=O)Nc2ccccc2F)cc1 (centres undefined)
44: Cc1nc2sccn2c1-c1csc(NCc2ccccc2)n1
45: COc1ccc(COCC(O)CN2CCN(S(=O)(=O)c3ccc(C(C)C)cc3)CC2)cc1 (centres undefined)
46: Cc1cc(OCC(=O)c2cccc(C(F)(F)F)c2)n2cnnc2n1
47: COCCn1c(=O)[nH]c2cc(C(=O)NCc3ccccc3)ccc2c1=O
48: Cn1c(NC(=O)c2cc(Cl)ccc2Cl)cc(=O)n(C)c1=O
49: COc1ccc(-c2sc(Nc3ccccc3)n[n+]2-c2ccc(F)cc2)c(OC)c1OC
50: CCN(CC)c1ccc(NC(=O)C(C)C)cc1

Compound	41	42	43	44	45	46	47	48	49	50
PAD4 FP inh	2	1	3	-2	2	-2	-3	0	2	-2
PAFAH2 inh	3	0	1	4	4	3	-9	15	-8	-4
Fam108B counter	-5	1	3	0	x	-1	1	3	7	-1
LYPLA1 inh	4	-1	-6	2	2	0	1	1	3	0
pPAFAH FP inh	5	-1	-1	20	-9	-3	4	-1	0	11
PAFAH1B3 FP inh	7	-1	11	9	4	-3	2	-2	-3	-1
PAFAH1B2 FP inh	-2	-2	7	6	6	-2	8	2	10	-1
GSTO1 inh	-2	9	-2	-1	x	6	20	3	2	6
PME-1 primary	1	2	-16	9	-1	-3	0	3	3	8

51: O=C(OCC(=O)N1CCOCC1)c1ccccc1Cc1ccccc1
52: COc1cccc(N2CCN(C(=O)CN(C)S(=O)(=O)c3ccc4c(c3)CCC(=O)N4)CC2)c1
53: Cc1noc(NS(=O)(=O)c2ccc(NC(=O)c3cnc4scc(C)n4c3=O)cc2)c1C
54: CCN(C(=O)CSc1nnc(C)n1-c1ccccc1)C1CCS(=O)(=O)C1 (centres undefined)
55: CCC(CC)NC(=O)c1n[nH]c(=O)c2ccccc12
56: Cc1ccc(-n2c(C)cc(/C=N/NC(=O)CC3(C)OCCO3)c2C)c(C)c1
57: Cc1cc(NC(=O)COC(=O)c2cc(S(=O)(=O)N(C)c3ccccc3)ccc2Cl)no1
58: COc1ccccc1/C=N/NC(=O)CO
59: O=C(COc1ccc([N+](=O)[O-])cc1Cl)Nn1cnnc1
60: CCCCS(=O)(=O)c1sc2nc3c(cc2c1N)CCCC3
61: C/[N+]([O-])=C\c1cccc(OCCN2CCN(c3ncc(C(F)(F)F)cc3Cl)CC2)c1
62: Cc1csc(NC(=O)c2c(O)c3c(n(CC(C)C)c2=O)CCCC3)n1
63: CC(=O)c1cccc(NC(=O)CN(C)S(=O)(=O)c2cccc3nsnc23)c1

Compound	51	52	53	54	55	56	57	58	59	60	61	62	63
PAD4 FP inh	-3	4	0	-2	2	-3	-3	-5	-2	1	-4	-4	-3
PAFAH2 inh	-8	-8	0	-2	5	1	5	6	6	11	-2	-3	-3
Fam108B counter	1	5	0	4	-2	3	1	1	-4	5	-1	-7	-6
LYPLA1 inh	0	8	0	-2	2	5	0	0	-5	-2	4	4	-3
pPAFAH FP inh	3	-1	-21	-1	3	18	-2	1	2	8	11	-5	-7
PAFAH1B3 FP inh	10	2	8	-1	8	11	0	10	2	1	-2	4	12
PAFAH1B2 FP inh	2	2	7	1	3	-2	8	-4	5	3	2	5	5
GSTO1 inh	4	4	-1	-3	4	-5	-16	2	4	-2	1	-12	-10
PME-1 primary	0	-4	1	-1	4	3	5	-5	-1	4	-4	-8	-3
